Source: PubChem
TEAD-YAP block = TEAD-YAP interaction inhibition | HEK-TIYL cells, TEAD-Gal4/YAP UAS-luciferase luminescence | inhibition, % at 9.12 µM | 640,000 tested, 1.4% active | AID 1259422; in the data active = inhibition above about 32%;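 note: 0% = median of test compound wells and 100% = reference inhibitor wells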
GPR151 activ = activators of human GPR151; activation, % at 11.2 µM; AID 1508602; 650,000 tested, 1% active; PathHunter beta-arrestin GPR151 cells, luminescence; Q8TDV0; in the data active = activation above about 4.9%;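 note: 0% = median of compound wells and 100% = cells with positive control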
MITF primary = inhibitors of human MITF. AlphaScreen MITF homodimerization, bead proximity signal. inhibition, % at 2.6 µM. 650,000 tested, 0.91% active. AID 1259374; in the data active = inhibition above about 50%;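 note: 0% = vehicle wells with protein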
FBW7 act = activators of human E3 ligase FBW7. Q969H0. AlphaScreen FBW7–phospho-cyclin E peptide binding, activator screen. normalized activity (activation), % at 26.1 µM. 650,000 tested, 0.13% active; in the data active = normalized activity above about 1.9%;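 note: purified mutant Fbw7 with reduced substrate affinity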
Target sequence (Q969H0 whole entry, looked up): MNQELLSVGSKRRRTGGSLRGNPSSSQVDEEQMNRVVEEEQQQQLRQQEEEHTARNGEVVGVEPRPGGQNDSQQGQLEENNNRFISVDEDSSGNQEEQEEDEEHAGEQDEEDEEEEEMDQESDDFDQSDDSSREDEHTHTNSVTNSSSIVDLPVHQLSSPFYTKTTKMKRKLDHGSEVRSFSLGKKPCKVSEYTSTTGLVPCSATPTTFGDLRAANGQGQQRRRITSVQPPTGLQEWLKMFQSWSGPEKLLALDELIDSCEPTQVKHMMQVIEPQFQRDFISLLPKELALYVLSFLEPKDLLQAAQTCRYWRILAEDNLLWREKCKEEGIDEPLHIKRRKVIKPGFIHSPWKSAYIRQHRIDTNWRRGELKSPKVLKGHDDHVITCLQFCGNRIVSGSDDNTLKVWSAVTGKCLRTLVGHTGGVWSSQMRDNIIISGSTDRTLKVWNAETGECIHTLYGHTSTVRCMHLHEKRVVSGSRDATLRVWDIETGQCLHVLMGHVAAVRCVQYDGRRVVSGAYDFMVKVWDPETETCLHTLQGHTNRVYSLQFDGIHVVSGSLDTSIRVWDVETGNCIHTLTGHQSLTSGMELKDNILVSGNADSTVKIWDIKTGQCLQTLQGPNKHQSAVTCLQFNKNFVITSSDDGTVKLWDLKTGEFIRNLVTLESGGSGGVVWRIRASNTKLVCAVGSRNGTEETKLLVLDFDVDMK
The depositor's hits bear a star.

SMILES	TEAD-YAP block	GPR151 activ	MITF primary	FBW7 act
COc1ccc(C(=O)Nc2ccc(-c3nc4cc(Cl)ccc4o3)cc2)cc1OC	-23	0.1	0	-0.1
Cc1ccc(-n2c(=O)c3oc4ccccc4c3n(CC(=O)N3CCCCC3)c2=O)cc1	10	-1.7	-16	0.0
O=C(NNC(=O)c1ccc(-n2cccc2)cc1)NC12CC3CC(CC(C3)C1)C2	2	2.4	-7	-0.5
O=S(=O)(/N=C(\Nc1nnc(-c2cccnc2)s1)c1ccccc1)c1ccccc1	8	-1.7	2	-0.1
O=C(c1ccc(F)c(F)c1)N1CC(C(=O)N2CCN(c3ccccn3)CC2)C1	9	2.5	9	0.1
Cc1ccc(C23CC4CC(CC(NC(=O)Nc5ccc(Cl)cc5)(C4)C2)C3)cc1	4	-0.8	-1	-0.1
CCOC(=O)c1c(NC(=O)Cc2ccccc2)sc(C(=O)Nc2ccc(C)c(Cl)c2)c1C	-2	1.3	21	0.0
CC[n+]1c(/C=C/Nc2ccccc2)sc(-c2ccccc2)c1-c1ccccc1	3	0.3	3	-0.1
COCCCNC(=O)Cn1nnc(-c2ccc(NC(=O)CC(C)C)cc2)n1	-23	1.1	9	0.4
Cc1ccc(C)n1-c1ccc(Br)cc1C(=O)O	-1	-0.7	82*	-0.8
O=C(O)c1cc(S(=O)(=O)NCc2ccccc2)ccc1F	-5	0.5	9	0.0
O=C1c2cccc3cccc(c23)C(=O)N1CCN1CCN(C(=O)C23CC4CC(CC(C4)C2)C3)CC1	-5	-0.3	-15	0.0
O=C(O)Cn1c2c(c3ccccc31)CCCC2	-21	-0.8	19	0.9
CN(C)S(=O)(=O)Nc1cccc(Br)c1	8	-0.9	0	-0.1
Cc1ccc(NC(=S)N(N)CCC#N)cc1	-14	-0.1	16	-0.1
O=C(O)c1ccc2c(c1)S(=O)(=O)c1ccccc1C2=O	2	-1.0	0	0.1
O=C(c1cccs1)N1CCN(C2CCCCCC2)CC1	-6	1.2	11	-0.5
CC(C)NC(=O)NCc1noc2ccccc12	-9	0.3	8	0.3
CC1CCN(c2ccc(/C=c3\sc4nc5ccccc5n4c3=O)cc2[N+](=O)[O-])CC1	11	-0.3	20	0.1
Cc1ccc(N2CC(C(=O)Nc3ccc(N4CCOCC4)cc3)CC2=O)cc1 (configuration not stated)	5	-0.2	-1	0.1
CCOC(=O)Cc1csc(NC(=O)CSc2ncc(-c3ccccc3)[nH]2)n1	16	0.5	-1	0.0
Cc1cc(N2CCN(c3nc4nonc4nc3N(C)C)CC2)cc(C)n1	9	-0.3	2	0.1
O=C(Nc1ccc2ccccc2c1)c1ccc([N+](=O)[O-])cc1	-20	0.0	2	-0.1
C=CCCC(=O)N1CCCC(C(=O)Nc2ccc(-c3cccc(OC)c3)cc2)C1 (configuration not stated)	1	1.5	-13	0.2
Cc1ccc2c(C)nc(N3CCCC(C(=O)NC4C5CC6CC4CC(O)(C6)C5)C3)nc2c1 (configuration not stated)	22	0.9	-2	-0.1
COCCCNC(=O)C(=O)NCCc1c[nH]c2ccccc12	6	-1.4	6	-0.1
Cc1cnc2nc3c(cc2c1)CN(CCc1ccccn1)CC3	-6	1.3	14	0.5
O=C(COc1ccc(N2CCN(C3CCCCC3)CC2)nn1)NCCc1ccccc1F	-6	2.1	4	0.0
O=C(CCC(=O)NC1CCCCCC1)Nc1nc(-c2cc3ccccc3oc2=O)cs1	8	1.0	14	0.0
Cc1ccccc1-n1c(N)c(C(=O)NCc2ccc3c(c2)OCO3)sc1=S	0	-0.4	3	-0.1
C[C@H](N)C(=O)N1CCC(C(=O)Nc2ccc3[nH]ncc3c2)C1 (some centres not stated)	3	-0.1	0	0.0
Cc1ccc(C(=O)NCc2ccc(F)cc2)o1	7	0.4	23	0.1
Cc1nnnn1/C(=C\c1ccccc1)C(=O)N[C@H](c1nc2ccccc2[nH]1)C(C)C	49*	0.0	5	-0.1
C/C(=C\c1ccco1)CN1CCc2nnc(C(NC(=O)c3ccccn3)C(C)C)n2CC1 (configuration not stated)	14	1.9	6	0.0
COc1ccc(C2=CC(c3ccc(Br)cc3)n3ncnc3N2)cc1 (configuration not stated)	-103	-0.9	-8	-0.1
Cc1ccccc1NC(=O)CCNS(=O)(=O)c1cc(Br)cnc1N	0	-0.3	0	-0.1
CCCCOc1ccc(Cc2c(Cl)nc(SC)nc2Cl)cc1	3	-1.0	15	0.0
O=C(NCCCN1CCCC1)c1ccc(CS(=O)c2ccccc2)o1 (configuration not stated)	2	1.7	-6	0.2
Cc1cccc(NC(=O)CN(Cc2ccc(Br)cc2)S(=O)(=O)c2ccccc2)c1	-4	0.2	7	0.3
Cc1ccc(C(=O)Nc2ccc3nc(SCC(=O)Nc4cc(Cl)ccc4C)sc3c2)cc1	9	-1.2	-10	-0.1

Pulled one by one from the list above, 5 records:
SMILES	TEAD-YAP block	GPR151 activ	MITF primary	FBW7 act
Cc1cc(N2CCN(c3nc4nonc4nc3N(C)C)CC2)cc(C)n1	9	-0.3	2	0.1
Cc1ccc2c(C)nc(N3CCCC(C(=O)NC4C5CC6CC4CC(O)(C6)C5)C3)nc2c1 (configuration not stated)	22	0.9	-2	-0.1
CCCCOc1ccc(Cc2c(Cl)nc(SC)nc2Cl)cc1	3	-1.0	15	0.0
C=CCCC(=O)N1CCCC(C(=O)Nc2ccc(-c3cccc(OC)c3)cc2)C1 (configuration not stated)	1	1.5	-13	0.2
C/C(=C\c1ccco1)CN1CCc2nnc(C(NC(=O)c3ccccn3)C(C)C)n2CC1 (configuration not stated)	14	1.9	6	0.0

Following part:
SMILES	TEAD-YAP block	GPR151 activ	MITF primary	FBW7 act
O=C(COc1ccccc1)Nc1nnc(-c2ccc(Cl)s2)o1	-1	4.6	9	-0.1
COc1cccc(OC)c1C(=O)Nc1c2c(nn1C(C)(C)C)CS(=O)C2 (configuration not stated)	-3	-0.3	-9	0.0
O=C(Cn1nc(C(=O)O)c2ccccc2c1=O)Nc1ccc(Br)cc1	0	-0.7	4	0.0
COc1ccc(C(=O)NC(=S)Nc2n[nH]c(=S)s2)cc1[N+](=O)[O-]	-1	-1.1	0	0.2
CN1CCN(CCCn2c(SCC(=O)C(C)(C)C)nc3ccccc3c2=O)CC1	-10	0.1	-2	0.1
CCOC(=O)c1ccc(Cn2c3ccccc3c3nn4cc(-c5cc(C(C)(C)C)cc6c5CCC6(C)C)nc4nc32)o1	-9	1.5	5	0.0
O=P1(N/N=C/c2ccc(O)cc2)C=C(c2ccccc2)OC(c2ccccc2)=C1	0	1.1	5	-0.2
CCc1cc2c(=O)c(-c3ccc(OC)cc3)coc2cc1OCC(=O)OC	25	-1.5	0	0.1
C=CCSc1nc(N2CCOCC2)c2c(c1C#N)CC(C)(C)OC2	-17	1.1	11	0.4
COc1cc(C2CC(=O)N3C(=C2C#N)SCC3(O)c2ccc(F)cc2)ccc1O (configuration not stated)	-26	-0.7	-9	0.2
CCOC(=O)c1cccc(NC(=O)Cc2ccc(Cl)cc2)c1	-42	-0.5	15	0.0
CS(=O)(=O)N(CC(=O)Nc1ccc2ccccc2c1)c1cc(C(F)(F)F)ccc1Cl	-4	0.5	4	0.7
Clc1ccccc1-c1nc(Nc2ccccc2)nc2ccc(Br)cc12	-9	0.6	6	0.3
O=S(=O)(N1CCOCC1)N1CCN(c2ccc(F)cc2)CC1	6	-0.6	-2	0.0
CNCCCOc1cccc(Oc2ccccc2)c1	9	-1.8	30	0.1
COc1ccc(-c2nc3ccccc3c(=O)n2NC(=O)c2ccc(F)cc2Cl)cc1OC	-5	-0.2	17	0.3
O=C(NC1CCS(=O)(=O)C1)c1cccnc1 (configuration not stated)	0	1.1	18	0.5
O=C1CCCN1CCCNc1nc(Nc2nccc3ccccc23)nc2c1ncn2CCN1CCCC1=O	11	0.2	11	0.1
Cc1cccc(NC(=O)CN2CCC(C(=O)c3ccccc3)CC2)c1	5	-0.1	9	0.0
CC(=O)c1ccc(S(=O)(=O)Nc2cc(-c3nc4cccnc4s3)ccc2C)cc1	-6	3.3	-1	0.0
O=C(/C=C/c1ccc2c(c1)OCO2)Nc1ncc([N+](=O)[O-])s1	-10	-2.0	4	0.0
Cc1nc2c(c(=O)[nH]1)CCN(Cc1ccc(N3CCCCC3)cc1)C2	5	0.3	5	0.1
Cc1ccc(S(=O)(=O)N(CC(=O)NCc2ccc3c(c2)OCO3)C2CCCCC2)cc1	9	2.5	13	-0.1
CN(C)c1ccc(C(=O)Nc2c(C(N)=O)oc3ccccc23)cc1	-18	1.4	0	-0.1
COCCOC(=O)C1=C(C)NC(=O)NC1c1sccc1C (configuration not stated)	8	-0.7	9	0.3
COc1ccccc1NC1=C(Cl)C(=O)OC1OC(=O)c1ccccc1 (configuration not stated)	0	-1.5	11	1.3
Cc1ccc2nc(NC(=O)c3cc(I)ccc3Cl)sc2c1	-15	0.6	-7	0.0
CCOc1ccc2[nH]c(=O)c(CN(CCO)C(=O)c3ccc(OC)c(OC)c3)cc2c1	-3	-0.4	4	-0.1
CCOc1ccc(C(=O)N2CCc3cc(OC)c(OC)cc3C2COc2ccc(F)cc2)cc1 (configuration not stated)	-4	0.0	3	0.0
CCOC(=O)C(=NC1CCS(=O)(=O)C1)NNc1cccc(C(F)(F)F)c1 (configuration not stated)	-19	2.3	8	0.1
CCN=c1scc(-c2ccc(OCC)cc2)n1CC	12	-0.1	8	0.2
NCCCNC(=O)c1nonc1N	8	-1.4	20	0.3
COc1ccccc1N1CCN(CC(=O)N(C)C)CC1	14	-2.4	21	0.1
O=C(O)c1ccc(Cl)c(NC(=S)N2CCCCC2c2cccnc2)c1 (configuration not stated)	4	1.6	14	0.0
COc1cc(OC)cc(-c2nc(-c3ccccc3)c(-c3ccc(Cl)cc3)[nH]2)c1	11	1.1	1	-0.1
O=C(NCCc1ccc(O)cc1)c1cccc(Nc2ccc3ncccc3c2)c1	2	-0.6	11	0.3
Cc1cc(N(C)C)nc(Nc2ccc(NC(=O)c3cccc(F)c3)cc2)n1	20	-0.5	2	-0.1
CN1CCN(C(=O)/C=C/c2ccccc2[N+](=O)[O-])CC1	2	0.9	3	-0.3
CC(C)CC(=O)NC(NC(=O)CC(C)C)c1cccc([N+](=O)[O-])c1	-11	0.4	-16	0.1
Fc1ccc(C2=NN(c3cccc(Cl)c3)C(c3cccs3)C2)cc1 (configuration not stated)	-1	0.1	-24	0.9
COc1cccc(-c2ocnc2C(=O)N2CCN(C(=O)c3ccco3)CC2)c1	5	0.7	5	0.0
CC1=C(C(=O)OC2CCC(C)CC2)C(c2ccccc2)NC(=O)N1 (configuration not stated)	0	0.1	10	-0.1
O=C(Cn1cc2c(n1)CCCC2)NCCCN1CCOCC1	2	0.9	4	-0.1
CCOC(=O)C1CCN(S(=O)(=O)c2cc(Br)cc3c2N(C(C)=O)CC3)CC1	-1	0.6	-2	0.0
Nc1nc(NC(=S)NC2CCS(=O)(=O)C2)n[nH]1 (configuration not stated)	-8	0.1	15	0.0
CS(=O)(=O)NC1c2cccc3cccc(c23)C1N1CCCCC1 (configuration not stated)	5	-0.8	-18	-0.1
COc1ccc(/C=N/NC(=O)c2ccccc2O)c(C(=O)O)c1OC	-19	0.1	2	-0.1
COc1ccc(-c2cnc3[nH]c(=O)n([C@H](CO)C(C)C)c3n2)c(OC)c1OC	2	1.1	-18	-0.3
CCOc1ccccc1NC(=O)Cn1ccn(Cc2ccccc2)c(=O)c1=O	-5	-0.9	-1	0.1
CCCCNC(=O)CSc1nc2sc(C(=O)OCC)c(C)c2c(=O)n1Cc1cccc(Br)c1	-3	-0.5	0	0.0
NS(=O)(=O)c1ccc(NC2=C(Cl)C(=O)N(c3cccc(C(F)(F)F)c3)C2=O)cc1	14	-0.8	20	0.1
CC(C)N1CCC(N2CCN(Cc3cccc4nonc34)CC2CCO)CC1 (configuration not stated)	-11	1.8	-4	0.0
CCOc1cccc2sc(NN)nc12	6	0.6	1	-0.1
CC(=O)N(CCc1ccc(S(N)(=O)=O)cc1)C1CC(=O)N(c2cccc(Cl)c2)C1=O (configuration not stated)	15	-1.0	-12	0.2
Cc1cc(C)nc(NS(=O)(=O)c2ccc(NC(=O)c3cc([N+](=O)[O-])ccc3Cl)cc2)n1	3	-0.5	11	-0.1
O=C(Nc1ccc(Oc2ccc(NC(=O)c3ccco3)cc2)cc1)c1ccco1	-40	-0.1	3	0.1
Cc1nn(-c2ccccn2)c2c1C(=O)/C(=C/Nc1ccc([N+](=O)[O-])cc1Br)CC2	5	1.2	3	-0.1
COc1ccc(N2CCN(C(=O)C3CCCO3)CC2)cc1 (configuration not stated)	5	1.1	-2	-0.2
COc1ccc2cc(C#N)c(SCC(=O)NC3CCCC3)nc2c1	-9	0.3	-6	-0.1
COc1ccc2c(=O)c(-c3cnn(-c4ccccc4)c3)coc2c1	-23	1.3	2	-0.1
O=C(NC1CCN(Cc2ccccc2)CC1)c1cc(Br)c(Br)[nH]1	15	-1.0	-4	0.1
Cc1nc2sc(C(=O)Nc3ccc4ccccc4c3)c(N)c2c(C)c1Cl	10	0.1	18	0.7
